APOBEC3G inh: APOBEC3G DNA deaminase inhibitors, primary screen, biochemical, fluorescence, single-stranded DNA substrate, uHTS | DNA dC->dU-editing enzyme APOBEC-3G (Homo sapiens), Q9HC16 | recombinant A3G, ssDNA deamination FAM/TAMRA fluorescence | inhibition, % at 20 µM | actives 0.28% (n = 330,000) | AID 493012, 2011;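 active = inhibition of at least 40% at 20 µM, with no more than 30% in the related APOBEC3A deaminase screen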;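 also: plate controls were DMSO wells with A3G for no effect and wells lacking A3G enzyme for full effect; some compounds called inactive have numbers as strong as hits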
Gli-Sufu block: Gli-Sufu pathway antagonists, primary screen, luciferase luminescence, Sufu-KO-LIGHT cells, uHTS | Sufu-KO-LIGHT fibroblasts, Gli luciferase reporter luminescence | inhibition, % at 5 µM | actives 0.74% (n = 340,000);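 active = inhibition above about 55%, limit read from the data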;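 also: 0% = DMSO-treated cells and 100% = wells with medium but no cells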
APOBEC3A inh: APOBEC3A ssDNA deaminase inhibitors, primary screen, selectivity assay for APOBEC3G inhibitor project, biochemical, FAM/TAMRA oligo cleavage fluorescence | DNA dC->dU-editing enzyme APOBEC-3A (Homo sapiens), P31941 | recombinant A3A, FAM/TAMRA ssDNA deamination fluorescence | inhibition, % at 20 µM | actives 0.41% (n = 330,000) | AID 493011, 2011;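 active = at least 40% inhibition at 20 µM here, with at most 30% in a related deaminase screen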;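 also: plate controls were A3A with DMSO for no effect and wells lacking A3A enzyme for full effect; some results filed as inactive read as strong as hits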
Target sequence (P31941 whole entry, looked up): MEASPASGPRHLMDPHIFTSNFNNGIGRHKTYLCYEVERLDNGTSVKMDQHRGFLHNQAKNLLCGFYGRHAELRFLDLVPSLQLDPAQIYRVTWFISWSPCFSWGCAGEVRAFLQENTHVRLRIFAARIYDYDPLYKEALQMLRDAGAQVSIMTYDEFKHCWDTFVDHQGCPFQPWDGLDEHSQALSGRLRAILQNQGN
CCR6 antag: CCR6 receptor antagonists, primary screen, cell-based, CHO-K1, luminescence, beta-arrestin, uHTS. CHO-K1 CCR6 PathHunter beta-arrestin, CCL20-stimulated. inhibition, % at 20 µM. C-C chemokine receptor type 6 (Homo sapiens), P51684. AID 493098, 2011. actives 0.49% (n = 340,000);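 active = compounds whose inhibition of the agonist-driven luminescence signal at 20 µM reaches about 50%, limit read from the data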;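 also: cells stimulated with CCL20 at 14 nM final; plate controls were DMSO with CCL20 for no effect and DMSO without agonist for full effect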
EBI2 antag: EBI2 receptor antagonists, beta-arrestin recruitment, primary screen, cell-based, luminescence, 7a,25-OHC stimulation, uHTS | G-protein coupled receptor 183 (Homo sapiens), P32249 | 7a,25-OHC stimulated | inhibition, % at 5 µM | actives 0.81% (n = 360,000); in the data active = inhibition above about 38%;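 also: enzyme fragment complementation signal reports receptor beta-arrestin coupling in cells; 0% = agonist plus DMSO wells and 100% = wells without agonist; some results beyond the cut were filed as inactive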
Target sequence (P32249 whole entry, looked up, the tested form may be a part): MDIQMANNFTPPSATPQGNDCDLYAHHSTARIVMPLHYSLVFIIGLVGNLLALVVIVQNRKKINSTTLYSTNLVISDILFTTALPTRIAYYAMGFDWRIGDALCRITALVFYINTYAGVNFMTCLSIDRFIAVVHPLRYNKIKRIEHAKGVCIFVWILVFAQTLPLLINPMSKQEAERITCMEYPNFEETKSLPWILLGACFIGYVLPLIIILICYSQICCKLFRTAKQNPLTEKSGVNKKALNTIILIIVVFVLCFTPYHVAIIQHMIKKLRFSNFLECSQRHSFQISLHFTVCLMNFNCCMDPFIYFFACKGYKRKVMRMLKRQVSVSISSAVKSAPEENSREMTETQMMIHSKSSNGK
CXCR6 inh: CXCR6 receptor inhibitors, primary screen, cell-based, beta-arrestin, luminescence, CHO-K1 PathHunter, 1536-well. inhibition, % at 20 µM. actives 0.36% (n = 360,000); in the data active = inhibition above about 34%, passing the limit was not always enough;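 also: antagonist mode with CXCL16 agonist at 10 nM final; 0% = 10 nM CXCL16 with DMSO and 100% = unstimulated wells without agonist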
Target sequence (O00574 whole entry, looked up): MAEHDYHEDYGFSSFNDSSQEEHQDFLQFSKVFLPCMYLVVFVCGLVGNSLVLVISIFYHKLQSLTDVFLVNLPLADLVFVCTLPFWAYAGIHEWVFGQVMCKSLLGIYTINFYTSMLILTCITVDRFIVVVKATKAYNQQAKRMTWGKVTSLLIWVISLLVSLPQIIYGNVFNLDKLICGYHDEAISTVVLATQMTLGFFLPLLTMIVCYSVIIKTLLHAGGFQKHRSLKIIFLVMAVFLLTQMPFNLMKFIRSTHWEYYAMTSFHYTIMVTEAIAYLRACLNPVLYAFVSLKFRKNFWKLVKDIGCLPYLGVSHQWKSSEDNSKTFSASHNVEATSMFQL
GRIN3A LBD mod: binders of NR3A ligand-binding domain, primary screen, biophysical, differential scanning fluorimetry, uHTS | NR3A LBD differential scanning fluorimetry, Tm shift; 0% = protein alone, 100% = glycine-bound protein | Glutamate receptor ionotropic, NMDA 3A (GRIN3A) ligand-binding domain | Tm shift relative to glycine control, % at 25 µM | actives 2.5% (n = 340,000);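 active = melting temperature shift of at least 10% of the positive control shift, at one fixed dose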
MPTP block: mitochondrial permeability transition pore inhibitors, primary screen, biochemical, isolated mouse mitochondria, absorbance; Ca2+ swelling absorbance, 30 min; inhibition, % at 10 µM; actives 1.4% (n = 360,000); AID 602449, 2012;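 active = inhibition of 50% or more, scaled per plate between neutral and stimulator controls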;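 also: 0% = DMSO wells given calcium and 100% = 1 mM EGTA wells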
* marks the source's active call; other numbers are inactive results; . = no result given; & = joins results of further samples.

smiles	APOBEC3G inh	Gli-Sufu block	APOBEC3A inh	CCR6 antag	EBI2 antag	CXCR6 inh	GRIN3A LBD mod	MPTP block
CC1Cc2ccccc2N1C(=O)CN(C)CC(=O)Nc1cccc(F)c1 (centres undefined)	-5	1	0	0	-7	-3	3	2.7
CCn1nc(C)c(/C=N/NC(=O)Cn2nccc2C)c1C	-4	-34	-1	3	1	0	-1	1.2
Cc1cccc(C(=O)NNC(=O)c2ccccc2C)c1	-2	-10	-1	13	-1	-1	0	-0.6
COc1ccc(CC(=O)Nc2ccc(NC(=O)c3ccc(Br)cc3)cc2)cc1OC	5	-5	-7	5	-9	-10	-11	0.9
CN1CCc2c(sc3c2c(=O)n(-c2ccccc2)c2nnc(SCc4ccc(Cl)cc4)n32)C1	-6	51	-2	-13	-11	-3	-2	-0.9
C#CCSc1nnc(-c2ccccc2)c(=O)[nH]1	-4	-5	-4	-5	1	11	1	-5.0
O=C(COC(=O)c1ccccc1Cl)NC1CCCCCCC1	-7	-13	-3	10	-2	4	1	1.0
CCN(CC)S(=O)(=O)c1ccc(N/N=C(\C)c2ccc3c(c2)OCO3)c([N+](=O)[O-])c1	8	-6	5	-20	-5	-3	0	2.1
Cc1cccc(NCc2ccc(O)c3ncccc23)c1C	1	-3	-5	1	-8	0	-4	1.3
CN(c1cccc(NC(=O)COc2ccccc2)c1)S(C)(=O)=O	0	-9	1	-4	-3	1	-2	-1.0

Part of the list above, with each value named:
> O=C(COC(=O)c1ccccc1Cl)NC1CCCCCCC1
  APOBEC3G inh: -7; Gli-Sufu block: -13; APOBEC3A inh: -3; CCR6 antag: 10; EBI2 antag: -2; CXCR6 inh: 4; GRIN3A LBD mod: 1; MPTP block: 1.0
> CCN(CC)S(=O)(=O)c1ccc(N/N=C(\C)c2ccc3c(c2)OCO3)c([N+](=O)[O-])c1
  APOBEC3G inh: 8; Gli-Sufu block: -6; APOBEC3A inh: 5; CCR6 antag: -20; EBI2 antag: -5; CXCR6 inh: -3; GRIN3A LBD mod: 0; MPTP block: 2.1

Further entries.
smiles	APOBEC3G inh	Gli-Sufu block	APOBEC3A inh	CCR6 antag	EBI2 antag	CXCR6 inh	GRIN3A LBD mod	MPTP block
CC(C)CCN(C(=O)Nc1ccccc1)C(C)c1cccs1 (centres undefined)	2	46	7	5	-9	-1	-6	1.7
O=C(NCc1ccco1)c1sc2cc(F)ccc2c1Cl	-2	-21	1	-1	0	1	0	0.7
COc1ccc(CC(=S)NCCc2ccccc2)cc1	-2	-5	2	-11	0	6	-1	0.0
Cc1ncoc1C(=O)N1CCCC(N2CCN(c3ccccc3F)CC2)C1 (centres undefined)	1	12	-2	12	10	-8	-1	1.2
CC/C(=N/Nc1ccccc1)c1cnnc(SC)n1	29	-3	2	1	-8	3	2	0.1
C=CCn1c(C#N)c(N)sc1=N	-4	7	-2	2	2	-1	-4	-3.0
COc1cc(C(C)=O)ccc1Oc1cnccn1	14	4	0	3	-1	0	0	5.2
CCOC(=O)c1ccc(NC(=S)Nc2ccccn2)cc1	-8	-35	-4	15	15	6	4	-1.3
CC(COc1ccccc1)N(CCCl)Cc1ccccc1 (centres undefined)	-2	0	-1	22	1	4	-7	-3.7
CC(=O)c1ccc(NC(=O)Nc2ccccc2)cc1	1	-80	-4	-5	3	-16	27*	40
CCCC(=O)NCCc1nc2ccccc2n1CC(=O)c1ccccc1	4	5	1	11	-7	0	5	-1.2
COc1ccc(OC(C)C(=O)Nc2ccccc2F)cc1 (centres undefined)	4	0	0	11	1	0	-1	-0.1
O=C(Nc1ccc(Br)cc1)C1CC(O)CN1C(=O)Oc1ccccc1 (centres undefined)	-4	24	-4	3	-14	-2	1	-1.4
Cc1cccc(CCNC(=O)CCS(=O)(=O)c2cc3c(cc2C)NC(=O)CO3)c1	2	5	4	8	-5	-13	-1	0.1
NS(=O)(=O)c1ccc(CCNC(=S)NC2CCCCC2)cc1	-1	7	-5	-3	-4	4	0	0.0
C=CCOc1ccc(CNC(C)(C)CO)cc1OCC	-4	-9	-3	7	-2	1	0	1.1
CCC(C)N(C(=O)COC(=O)CSc1ccc(C)c(C)c1)C1CCS(=O)(=O)C1 (centres undefined)	-5	14	-1	0	-8	-7	2	-0.2
COc1cccc(OCc2cc(C(=O)N3CCN(C(=O)c4ccco4)CC3)no2)c1	-5	-5	-2	8	-7	-5	0	-1.6
CCOC(=O)c1cc(-c2ccccc2)sc1NC(=O)C(C)N1C(=O)c2ccccc2C1=O (centres undefined)	-7	-8	-3	1	13	8	-3	2.6
CN(c1ccc(OCC(=O)Nc2nc(-c3ccccc3)cs2)cc1)S(=O)(=O)c1ccc(F)cc1	-3	1	1	6	21	5	0	-2.0
CCC1CCCCN1CCCNC(=O)c1cn(CC)c2ccc(S(=O)(=O)N(C)C3CCCCC3)cc2c1=O (centres undefined)	-3	31	0	-6	17	2	-2	-0.5
Cc1cc(C)cc(NC(=O)CSc2nc(=O)n(CCCN3CCOCC3)c3c2CCCC3)c1	-8	7	-2	11	8	2	-1	-0.7
COc1ccc(C(=O)N2CCN(c3nc(C4CC4)nc4sc(C)c(C)c34)CC2)cc1	-10	-2	-1	9	49*	6	-3	0.6
Cc1nn(Cc2ccccc2)c(C)c1N	4	-5	8	7	-6	-14	-3	-0.9
O=C(Cc1ccc(Br)cc1)OCC(=O)N1CCc2ccccc2C1	-4	4	2	-14	-5	-6	0	-14
CCN(c1ccc(NC(=O)COC(=O)c2cc3ccccc3oc2=O)cc1)C(C)C	-2	-1	0	10	2	5	-5	3.0
COc1ccccc1NC(=O)N1CCN(CCc2ccccc2)CC1	-5	-3	-2	-3	10	11	-1	1.6
Cc1cc(O)c(Oc2cc(C)cc(O)c2O)c(O)c1	-1	6	-1	23	2	-4	0	1.1
CCOC(=O)C(=CNc1cc(OC)ccc1-n1cccc1)C(=O)OCC	-9	12	-4	6	-10	10	0	3.2
CCN1CCN(C(=O)c2cc(-c3cccnc3)nc3ccc(Br)cc23)CC1	-5	5	-4	-5	-2	-6	-3	2.5
O=C(CSc1nc2ccccc2[nH]1)Nc1nc(-c2ccccc2)c(-c2ccccc2)o1	-1	3	3	5	-10	3	-5	-3.7
COc1ccc(-c2nc3ccccc3n2OC(C)C(=O)O)cc1 (centres undefined)	-8	1	-3	3	5	-6	2	0.6
Cc1cc([N+](=O)[O-])ccc1NC(=O)Nc1ccc(F)cc1F	2	24	1	13	1	4	1	98*
CCc1ccc(NC(=O)C2CCN(S(=O)(=O)c3c(C)noc3C)CC2)cc1	-7	-5	-2	11	-1	-5	0	1.4
CCc1[nH]nc(C(=O)N2CCCC(CO)(Cc3ccc(F)cc3F)C2)c1C (centres undefined)	0	9	-4	-5	2	-2	1	-0.4
CCN(CC(=O)Nc1c(F)cccc1F)C(=O)CN1C(=O)NC2(CCCC2)C1=O	-12	19	-3	9	5	5	.	-2.1
COc1cccc(/C=C2\Oc3cc(OCC(=O)N4CCCCC4)ccc3C2=O)c1OC	9	30	2	13	0	13	-4	-0.8
O=C(c1ccco1)N(Cc1cccc(F)c1)C1CCS(=O)(=O)C1 (centres undefined)	-9	5	-5	9	-4	-3	3	-1.7
O=C(O)C1=C(OCc2ccccc2)C(=O)NCC1	-1	-8	0	3	2	4	-1	-1.3
COc1ccc(-c2cc(Cl)cc3c(=O)c4ccccc4n(C)c23)cc1F	-7	2	-1	3	3	-17	-5	1.3
O=C(CSc1nc2ncc(Br)cc2[nH]1)Nc1ccc2c(c1)OCO2	-5	-3	-3	-3	9	-2	-5	0.2
CC(=O)N1CCN(c2ccc(NC(=O)c3ccc4c(c3)OCO4)cc2)CC1	-3	-43	-2	-1	5	-10	-1	-0.7
CCOc1ccc(NC(=O)CN(C)C(=O)c2cc(-c3ccncc3)nc3ccccc23)cc1OCC	-11	4	1	-7	-14	-5	-1	-0.8
Cc1sc2ncn(CC(=O)NCCCC(=O)N3CCN(c4ccccn4)CC3)c(=O)c2c1C	-2	2	-2	1	2	0	0	-0.2
O=c1cc(CSc2ccc(S(=O)(=O)N3CCCCC3)cn2)nc2sccn12	-6	1	-3	5	-2	-7	3	2.1
Cc1cc(C)cc(SCc2noc(C(=O)NCCN(C)C)c2C(=O)NCCN(C)C)c1	-1	15	1	27	0	4	2	-0.8
CC(CNc1ccc(Cl)cc1)(CNc1ccc(Cl)cc1)[N+](=O)[O-]	.	3	.	18	13	-2	25*	39
COc1cc(C(C(=O)NC2CCCCC2)N(CCN2CCOCC2)C(=O)C2COc3ccccc3O2)cc(OC)c1OC (centres undefined)	-3	11	-1	5	-6	0	-3	-0.7
CC(=O)N(CC1CCCO1)c1nnc(-c2cnccn2)s1 (centres undefined)	2	-20	3	11	-4	-2	1	-1.3
NC(=S)Nc1ccc2cn[nH]c2c1	-9	3	-4	0	3	6	-2	-0.9

Next part.
smiles	APOBEC3G inh	Gli-Sufu block	APOBEC3A inh	CCR6 antag	EBI2 antag	CXCR6 inh	GRIN3A LBD mod	MPTP block
COc1ccc(N2CCN(c3cc(=O)n(Cc4ccc(F)cc4)c(=O)[nH]3)CC2)cc1	-7	-5	-5	-2	0	-2	-2	1.7
CCCCNC(=O)c1ccccc1Cl	-5	-10	-2	1	-5	-2	-3	-0.6
CC(C)c1ccc(NS(=O)(=O)c2cccc3cccnc23)cc1	-3	3	4	-8	2	3	0	1.4
Cc1ccc(C)c(NS(=O)(=O)c2csc(C(N)=O)c2)c1	-8	-3	-1	-9	-4	-12	1	1.2
CCC1(C)Cc2ccccc2-c2nc(NCCCO)[nH]c(=O)c21 (centres undefined)	-2	-2	4	8	4	6	1	1.5
Cc1noc(C)c1NC(=O)N(C)C[C@H]1Oc2ccc(NS(=O)(=O)c3ccc(F)cc3)cc2C(=O)N([C@H](C)CO)C[C@@H]1C	-7	28	-4	-2	-6	-7	1	1.5
COc1ccc(-n2nnc3c(=O)n(CC(=O)OCc4ccccc4)cnc32)cc1	0	1	0	2	-4	18	-4	0.0
COc1ccc(CC(=O)Nc2ccc(S(=O)(=O)Nc3nccs3)cc2)cc1	-7	-4	-4	7	6	-9	-4	0.7
Fc1ccc(NC(=S)N/N=C/c2ccc(F)c(F)c2)c(F)c1	-2	-11	0	10	13	7	1	4.4
CC(=O)N/C(=C\c1ccc(Cl)cc1)C(=O)O	-4	-3	-3	1	1	1	0	0.2
C=CCOC(=O)c1ccccc1C(=O)OCC1CO1 (centres undefined)	.	2	.	6	-4	2	4	0.8
CCOc1ccc2nc(Cl)c(CN(C(=O)c3cnccn3)C3CCCC3)cc2c1	-6	9	0	10	1	2	-1	-0.9
O=C1c2ccccc2-c2nc3ccccc3n21	-2&-4	2&13	1&-3	5&2	0&-8	11&-6	-2&5	2.0&-6.9
CCOc1cc(/C=C2\N=C(SCC)SC2=O)cc([N+](=O)[O-])c1OC(C)=O	4	-8	5	55*	10	45*	6	104*
CCOc1ccc(C(=O)Nc2cc(=O)n(C)c(=O)n2C)cc1	-8	-4	0	5	-1	0	-2	-3.4
CCc1ccccc1N1C[C@@]23C=C[C@@H](O2)C(C(=O)OCC(C)C)[C@H]3C1=O (some centres undefined)	-3	4	1	-4	-2	3	1	-0.8
CC1=Nn2c(nnc2-c2ccc(F)cc2)SC1	-3	3	0	-3	-17	2	0	1.0
